From PubChem BioAssay
hIAP act – human IAP activation; P09923; purified human IAP, CDP-Star luminescence, 30 min; hits give high values; 1 = vehicle-only enzyme, 0 = enzyme-free background; activation factor at 10 µM; 330,000 tested, 0.16% active;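 active = activation factor of the enzyme at least 2-fold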; note: the source names both 10 and 20 µM as test concentration; values of inactives mirror those of a sister screen read the other way
Target sequence (P09923 whole entry, looked up): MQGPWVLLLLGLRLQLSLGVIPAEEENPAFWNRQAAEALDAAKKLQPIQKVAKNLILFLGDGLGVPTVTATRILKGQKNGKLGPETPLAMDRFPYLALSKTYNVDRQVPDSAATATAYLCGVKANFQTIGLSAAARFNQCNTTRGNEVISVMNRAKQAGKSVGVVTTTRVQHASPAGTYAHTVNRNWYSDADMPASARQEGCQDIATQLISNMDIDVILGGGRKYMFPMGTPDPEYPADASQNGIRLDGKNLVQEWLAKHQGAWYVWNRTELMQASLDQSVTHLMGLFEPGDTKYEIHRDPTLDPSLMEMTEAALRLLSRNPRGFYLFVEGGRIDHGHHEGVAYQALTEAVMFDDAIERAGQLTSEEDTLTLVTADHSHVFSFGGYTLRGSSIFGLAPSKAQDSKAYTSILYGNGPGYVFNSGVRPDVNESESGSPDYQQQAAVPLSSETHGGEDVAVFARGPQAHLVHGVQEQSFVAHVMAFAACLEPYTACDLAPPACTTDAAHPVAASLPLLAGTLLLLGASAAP
hIAP inh – blocks human intestinal alkaline phosphatase | 330,000 tested, 0.12% active | AID 2544 | purified IAP, CDP-Star luminescence, 30 min | inhibition, % at 10 µM;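 active = inhibition reaching a set limit with compound at 10 µM in the primary screen, cut at about 35% in these data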;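 note: plate controls were DMSO wells with enzyme for no effect and no-enzyme buffer wells for full effect; values of inactives mirror those of a sister screen read the other way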
mIAP inh – mouse IAP inhibition | purified mouse IAP, CDP-Star luminescence, 30 min | inhibition, % at 10 µM | 330,000 tested, 0.2% active | AID 2806;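 active = inhibition of at least 40% at 10 µM in the primary screen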;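 note: plate controls were DMSO with enzyme for no effect and no enzyme wells for full effect; values of inactives mirror those of a sister screen read the other way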
ATG4B inh – inhibitors of human ATG4B cysteine protease; ATG4B cleavage of LC3-PLA2, NBD-HPC fluorescence, 1 h; inhibition, % at 8.33 µM; 340,000 tested, 0.51% active; AID 504462; in the data active = inhibition above about 40%
Target sequence (Q9Y4P1 whole entry, looked up): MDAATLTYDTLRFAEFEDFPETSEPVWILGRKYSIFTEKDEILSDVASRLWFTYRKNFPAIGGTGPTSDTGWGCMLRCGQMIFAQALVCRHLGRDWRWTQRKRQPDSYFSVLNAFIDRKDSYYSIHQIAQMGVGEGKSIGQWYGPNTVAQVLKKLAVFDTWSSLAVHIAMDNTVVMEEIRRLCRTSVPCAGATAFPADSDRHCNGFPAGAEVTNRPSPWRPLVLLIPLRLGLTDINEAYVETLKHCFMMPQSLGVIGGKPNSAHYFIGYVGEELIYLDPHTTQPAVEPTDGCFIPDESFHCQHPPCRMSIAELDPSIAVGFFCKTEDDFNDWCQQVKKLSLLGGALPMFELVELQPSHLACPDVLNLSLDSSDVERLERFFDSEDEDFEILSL
PfGluPho inh – PfG6PD (Plasmodium falciparum) enzyme inhibition | PfGluPho enzyme, NADPH resazurin-diaphorase fluorescence | inhibition, % at 20 µM | 350,000 tested, 0.78% active | AID 504690;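 active = inhibition reaching at least a set limit at 20 µM in the primary screen, cut at about 59% in these data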;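 note: 0% = DMSO wells with substrate and 100% = DMSO wells lacking glucose-6-phosphate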
APOBEC3A inh – inhibitors of human APOBEC3A DNA deaminase; recombinant A3A, FAM/TAMRA ssDNA deamination fluorescence; inhibition, % at 20 µM; 330,000 tested, 0.41% active; AID 493011;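 active = at least 40% inhibition at 20 µM here, with at most 30% in a related deaminase screen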;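 note: plate controls were A3A with DMSO for no effect and wells lacking A3A enzyme for full effect; some results filed as inactive read as strong as hits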
mIAP act – increases mouse intestinal alkaline phosphatase activity; 330,000 tested, 0.24% active; muIAP, CDP-Star luminescence, 30 min; hits give high values; 1 = vehicle-only enzyme signal, 0 = enzyme-free wells; activation factor at 10 µM;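 active = activation factor of at least 2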; note: the source names both 10 and 20 µM as test concentration; values of inactives mirror those of a sister screen read the other way
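System: mouse IAP enzyme. Reagent: CDP-Star chemiluminescent phosphatase substrate. Benchmarks: DMSO wells, no-enzyme wells. Times: 30 min enzyme-substrate-compound incubation at room temperature. Detection: luminescence from enzymatic CDP-Star hydrolysis. Doses: test compounds delivered from DMSO solution.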
HKDC1 inhibitor – HKDC1 (human) hexokinase inhibition; Q2TB90; recombinant HKDC1, G6PDH/diaphorase resazurin coupled fluorescence; inhibition, % at 20 µM; 340,000 tested, 0.16% active;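 active = inhibition above about 35% when tested at 20 µM, limit read from the data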;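 note: plate controls were DMSO wells with enzyme for no effect and DMSO wells lacking enzyme for full effect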
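Test system: recombinant HKDC1 (HK5) hexokinase enzyme, produced in-house / Doses: 20 µM test compound, 1% DMSO / Timing: 90 min, room temperature / Detection: G6PDH/diaphorase-coupled fluorescence, 1 mM NADP, 100 µM resazurin, 525/613 nm / Control set: DMSO wells with and without enzyme mix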
The depositor's hits bear a star.

Sequence of screens – hIAP act	hIAP inh	mIAP inh	ATG4B inh	PfGluPho inh	APOBEC3A inh	mIAP act	HKDC1 inhibitor
(1) COc1cccc(CN2CCN(C(=O)c3cc(-c4ccccn4)nc4ccc(Cl)cc34)CC2)c1
    1.1	-13	0	-5	8	-2	1	-2
(2) CC(O)CNc1nc2c(c(=O)n(Cc3cccc(Cl)c3)c(=O)n2C)n1C (stereo not given)
    0.96	4	2	1	0	-8	0.98	1
(3) Cc1ccccc1C(O)c1ccccn1 (stereo not given)
    1.1	-11	1	11	10	1	0.99	-3
(4) O=C(O)c1ccc(/C=N/NC(=S)NC2CCCCC2)cc1
    1.1	-8	8	-7	3	1	0.92	1
(5) COc1ccc(S(=O)(=O)N(CC(=O)O)c2ccccn2)cc1
    1.1	-7	2	4	-16	0	0.98	-2
(6) Cc1ccc(C(=O)NC(=S)Nc2cccc(NC(=O)c3ccccc3)c2)cc1[N+](=O)[O-]
    0.85	15	35	5	0	-2	0.65	-8
(7) O=C1NC2(CCCCC2)C(=O)N1CCS(=O)(=O)Oc1ccc(Br)cc1
    1.1	-6	7	5	8	-4	0.93	-7
(8) COC(=O)c1ccc(C(=O)N(C)C2CCCN(Cc3ccccc3F)C2)nc1 (stereo not given)
    0.88	12	4	3	-17	2	0.96	6
(9) NC(=O)C1CCN(C(=O)c2ccco2)CC1
    1	-3	3	1	6	-4	0.97	-10
(10) O=C1[C@H]2[C@H](ON3CCCC[C@H]23)C(=O)N1c1ccc(Cl)cc1
    1.1	-9	5	0	16	1	0.95	-11
(11) Cc1ccc(O)c(-c2cc(-c3ccc(F)cc3)no2)c1
    1.4	-36	-3	1	18	2	1	-5
(12) Cc1c(C(=O)NN)nn(-c2ccc(Cl)cc2)c(=O)c1C#N
    0.85	15	14	-2	-3	-3	0.86	2
(13) O=c1oc(CCO)cc2ccc(-c3ccc4[nH]ccc4c3)cc12
    1	-2	-1	-24	3	0	1	1
(14) O=C(Nc1cccc(C(F)(F)F)c1)Nc1ccc(N2CCCC2)c(S(=O)(=O)Nc2ccccc2Cl)c1
    1.1	-12	-110	6	3	-1	2.1*	5
(15) CN(C(=O)COC(=O)c1ccc[nH]c1=O)C1CCCCC1
    0.95	4	8	-2	6	-2	0.92	12
(16) Cc1cccnc1NC(=O)CNC(=O)c1sc2ccccc2c1Cl
    0.96	4	3	2	-1	0	0.97	-8
(17) O=C(c1ccc(N2C(=O)c3ccccc3C2=O)cc1)N1CCCCC1
    0.99	1	-5	5	-2	-3	1	-4
(18) CCC(CC)N1CCN(C(=O)c2cc(OC)c(OC)c(OC)c2)CC1
    1	-1	15	0	4	2	0.85	2
(19) Cc1ccc(C)c(Cn2c(=O)c3c(nc4n3CCN4Cc3ccco3)n(C)c2=O)c1
    1	-1	2	-10	0	-1	0.98	1
(20) CN(Cc1ccccc1)c1nc2c(c(=O)[nH]c(=O)n2C)n1CCOc1ccccc1
    1.1	-11	4	-7	10	-3	0.96	-1
(21) O=S(=O)(Nc1nc2ccccc2nc1N1CCN(CCO)CC1)c1cc(F)ccc1F
    1.1	-6	-6	-4	4	-5	1.1	-5
(22) CCn1ncc(N2CCOCC2)c(Cl)c1=O
    0.98	2	4	1	-8	-5	0.96	-2
(23) O=C(O)c1cc(-c2ccc(/C=N/N3C(=O)C4C5C=CC(C6CC56)C4C3=O)o2)ccc1Cl (stereo not given)
    0.98	2	-8	-2	-7	14	1.1	1
(24) O=C(NCCN1C(=O)S/C(=C\c2cccnc2)C1=O)c1ccc([N+](=O)[O-])s1
    1	-2	7	-6	17	-1	0.93	11
(25) Cc1cccc(C(=O)OCC(=O)NCCNC(=O)COC(=O)c2cccc(C)c2C)c1C
    0.99	1	1	-1	7	40*	0.99	-10
(26) CCCCN=C1NN=C(c2ccc(C)c(C)c2)CS1
    1.1	-6	5	2	11	0	0.95	-30
(27) O=S1(=O)NC2c3ccccc3CC2O1 (stereo not given)
    0.92	8	-2	-2	1	-3	1	8
(28) COC(=O)C1CCN(CC(=O)NC(=O)Nc2ccccc2F)CC1
    1.2	-25	-3	-15	-1	12	1	-9
(29) CC(C)=CCN1CCNC(=O)C1CC(=O)NCc1nc(C)c(C)s1 (stereo not given)
    0.97	3	10	-9	7	-3	0.9	-14
(30) O=C1C=C(c2ccc(OC(F)(F)F)cc2)C[C@@H](c2ccc(Cl)cc2)C1
    1.1	-6	10	-3	16	-1	0.9	1

Profiles from above.
Entry for CN(Cc1ccccc1)c1nc2c(c(=O)[nH]c(=O)n2C)n1CCOc1ccccc1 = hIAP act = 1.1; hIAP inh = -11; mIAP inh = 4; ATG4B inh = -7; PfGluPho inh = 10; APOBEC3A inh = -3; mIAP act = 0.96; HKDC1 inhibitor = -1
Entry for O=C(O)c1cc(-c2ccc(/C=N/N3C(=O)C4C5C=CC(C6CC56)C4C3=O)o2)ccc1Cl (stereo not given) = hIAP act = 0.98; hIAP inh = 2; mIAP inh = -8; ATG4B inh = -2; PfGluPho inh = -7; APOBEC3A inh = 14; mIAP act = 1.1; HKDC1 inhibitor = 1
Entry for Cc1cccnc1NC(=O)CNC(=O)c1sc2ccccc2c1Cl = hIAP act = 0.96; hIAP inh = 4; mIAP inh = 3; ATG4B inh = 2; PfGluPho inh = -1; APOBEC3A inh = 0; mIAP act = 0.97; HKDC1 inhibitor = -8

(cont.)
Sequence of screens – hIAP act	hIAP inh	mIAP inh	ATG4B inh	PfGluPho inh	APOBEC3A inh	mIAP act	HKDC1 inhibitor
(31) CC1CCN(C(=S)NC(=O)c2cccs2)CC1
    1.1	-6	-10	6	-13	-3	1.1	-11
(32) COc1ccc(C(=O)Nc2cccc(OC(=O)c3ccc(C)c(C)c3)c2)cc1
    0.98	2	-33	38	-6	5	1.3	5
(33) CC12CCC(C/C1=N\N=C1\NC(=O)/C(=C\c3ccc(Cl)cc3)S1)C2(C)C (stereo not given)
    1.1	-13	3	12	-16	-2	0.97	-3
(34) CCCCOc1ccc(NC(=O)CSc2cccc3cccnc23)cc1
    0.93	7	2	1	34	-4	0.98	1
(35) CC(=O)c1ccc2noc(-c3ccc(C)cc3)c2c1
    0.79	21	14	-3	1	-3	0.86	20
(36) COCCNC(=O)C1(S(=O)(=O)c2ccccc2)CC=CC1
    1.1	-9	-11	6	-8	1	1.1	-8
(37) CN(CC(=O)NCc1ccc(F)cc1)S(=O)(=O)c1ccc2c(c1)c(=O)n(C)c(=O)n2C
    1.2	-22	3	-6	8	-7	0.97	-6
(38) Cc1c(C(=O)Nc2ccccc2Cl)oc2ccc(S(=O)(=O)N3CCC4(CC3)OCCO4)cc12
    1	0	12	2	2	2	0.88	-6
(39) CCOC(=O)c1[nH]c(C(=O)O)c(OC(=O)CC)c1C
    1.1	-10	11	4	-7	-2	0.89	-4
(40) Cn1c(=O)c(=O)n(C)c2cc(S(=O)(=O)CCC(=O)Nc3ccc(F)cc3)ccc21
    0.97	3	8	0	-1	-3	0.92	0
(41) CCCCCn1c(SCc2cccc(C)c2)nc2c1c(=O)[nH]c(=O)n2C
    0.98	2	-11	11	32	-4	1.1	-2
(42) O=C(NCCc1ccccc1)C1CCN(C2CCN(Cc3ccc(CO)o3)CC2)CC1
    1	0	-2	7	-30	-2	1	11
(43) COc1ccc(-c2nnc(SC)nc2-c2ccc(OC)c([N+](=O)[O-])c2)cc1[N+](=O)[O-]
    0.88	12	10	-3	42	15	0.9	34
(44) CCC(=O)c1cn(CC(=O)Nc2ccc(OC)cc2)c2ccccc12
    1.2	-16	-17	0	2	-6	1.2	-4
(45) CC(=O)c1ccc(N2CCN(C(=O)C3CCCN3S(=O)(=O)c3cccc4nsnc34)CC2)cc1 (stereo not given)
    0.84	16	-2	2	-1	1	1	1
(46) CCN1CCCC(Sc2nc3c([nH]2)c(=S)n(C)c(=O)n3C)C1 (stereo not given)
    1.1	-8	5	8	2	-3	0.95	-4

Among those listed so far, two contain a CF3 group:
Sequence of screens – hIAP act	hIAP inh	mIAP inh	ATG4B inh	PfGluPho inh	APOBEC3A inh	mIAP act	HKDC1 inhibitor
(14) O=C(Nc1cccc(C(F)(F)F)c1)Nc1ccc(N2CCCC2)c(S(=O)(=O)Nc2ccccc2Cl)c1
    1.1	-12	-110	6	3	-1	2.1*	5
(30) O=C1C=C(c2ccc(OC(F)(F)F)cc2)C[C@@H](c2ccc(Cl)cc2)C1
    1.1	-6	10	-3	16	-1	0.9	1

Some entries already given, limited to hIAP act and PfGluPho inh:
cpd | compound | hIAP act | PfGluPho inh
38 | Cc1c(C(=O)Nc2ccccc2Cl)oc2ccc(S(=O)(=O)N3CCC4(CC3)OCCO4)cc12 | 1 | 2
39 | CCOC(=O)c1[nH]c(C(=O)O)c(OC(=O)CC)c1C | 1.1 | -7
40 | Cn1c(=O)c(=O)n(C)c2cc(S(=O)(=O)CCC(=O)Nc3ccc(F)cc3)ccc21 | 0.97 | -1
41 | CCCCCn1c(SCc2cccc(C)c2)nc2c1c(=O)[nH]c(=O)n2C | 0.98 | 32

APOBEC3A inh: what is marked active above.
Sequence of screens – hIAP act	hIAP inh	mIAP inh	ATG4B inh	PfGluPho inh	APOBEC3A inh	mIAP act	HKDC1 inhibitor
(25) Cc1cccc(C(=O)OCC(=O)NCCNC(=O)COC(=O)c2cccc(C)c2C)c1C
    0.99	1	1	-1	7	40*	0.99	-10

Outcome played no part in choosing rows; about 2.4% have a hit in one of these screens.
